Screens as filed in PubChem BioAssay.
Tb MetRS inh: blocks T. brucei methionyl-tRNA synthetase activity; purified T. brucei MetRS, ATP depletion, Kinase-Glo luminescence; AID 624268; actives 0.4% (n = 360,000); inhibition, % at 11.9 µM;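 active = inhibition above a per-plate cutoff of the control wells' mean inhibition plus 3 SD, cut at about 5.5% in these data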;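 also: 0% = DMSO wells median and 100% = median of wells with control inhibitor compound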
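System: purified T. brucei MetRS enzyme / Detection: Kinase-Glo luciferase luminescence reporting remaining unconsumed ATP / Medium: HEPES buffer with MgCl2, KCl, DTT, spermine, BSA, pyrophosphatase / Replication: singlicate, one well per compound / Evaluation: percent inhibition relative to median high and low control wells / Schedule: 2 h aminoacylation at 25 °C after 15 min preincubation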
PABP1 MLLE inh: blocks PAM2 peptide binding to the PABP1 MLLE domain; P11940; GST-MLLE / FITC-PAM2 fluorescence polarization; inhibition, % at 20 µM; actives 0.36% (n = 360,000); AID 588489; in the data active = inhibition above about 35%, passing the limit was not always enough;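 also: plate controls were DMSO wells with GST-MLLE for no effect and wells lacking GST-MLLE protein for full effect; some results filed as inactive read as strong as hits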
Target sequence (P11940 whole entry, looked up, the tested form may be a part): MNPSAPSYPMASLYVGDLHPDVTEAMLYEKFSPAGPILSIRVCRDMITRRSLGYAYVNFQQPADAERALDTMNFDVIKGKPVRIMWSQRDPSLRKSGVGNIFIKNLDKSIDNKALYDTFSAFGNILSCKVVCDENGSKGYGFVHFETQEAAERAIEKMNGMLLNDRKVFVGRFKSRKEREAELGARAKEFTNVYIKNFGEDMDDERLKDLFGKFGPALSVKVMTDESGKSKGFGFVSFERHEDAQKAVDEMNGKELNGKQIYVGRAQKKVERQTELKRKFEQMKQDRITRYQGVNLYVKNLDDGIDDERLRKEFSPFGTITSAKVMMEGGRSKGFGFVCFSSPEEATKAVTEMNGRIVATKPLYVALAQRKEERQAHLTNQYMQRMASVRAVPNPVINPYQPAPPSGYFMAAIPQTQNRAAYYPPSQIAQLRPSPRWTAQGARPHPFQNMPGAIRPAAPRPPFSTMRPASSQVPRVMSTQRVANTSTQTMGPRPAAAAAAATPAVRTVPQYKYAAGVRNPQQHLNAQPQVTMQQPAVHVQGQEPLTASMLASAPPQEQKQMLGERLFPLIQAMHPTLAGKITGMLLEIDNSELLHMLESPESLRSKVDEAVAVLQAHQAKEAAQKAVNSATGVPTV
bovine MsrA act: bovine methionine sulfoxide reductase A activation. purified bovine MsrA, absorbance read-out. activation, % at 10.6 µM. actives 0.3% (n = 360,000); in the data active = activation above about 7.5%;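 also: 0% = vehicle and 100% = reference activator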
eLon inh: E. coli protease La inhibition; P0A9M0; purified E. coli Lon protease, fluorescence polarization; inhibition, % at 7.94 µM; actives 0.42% (n = 360,000); AID 602123; in the data active = inhibition above about 13%, passing the limit was not always enough;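 also: 0% = enzyme with probe and DMSO and 100% = no enzyme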
CSN inh: CSN deneddylation inhibition | Purified CSN, SCF-Nedd8-OG deneddylation, fluorescence polarization | inhibition, % at 12.5 µM | actives 0.38% (n = 360,000) | AID 651999;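 active = pattern-corrected inhibition above about 35%, with an unprinted fluorescence ratio check between 0.5 and 1.5, limit read from the data, passing the limit was not always enough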;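 also: 0% = enzyme with substrate and 100% = substrate without enzyme; some results filed as inactive read as strong as hits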
Target sequence (Q92905 whole entry, looked up, one chain of several): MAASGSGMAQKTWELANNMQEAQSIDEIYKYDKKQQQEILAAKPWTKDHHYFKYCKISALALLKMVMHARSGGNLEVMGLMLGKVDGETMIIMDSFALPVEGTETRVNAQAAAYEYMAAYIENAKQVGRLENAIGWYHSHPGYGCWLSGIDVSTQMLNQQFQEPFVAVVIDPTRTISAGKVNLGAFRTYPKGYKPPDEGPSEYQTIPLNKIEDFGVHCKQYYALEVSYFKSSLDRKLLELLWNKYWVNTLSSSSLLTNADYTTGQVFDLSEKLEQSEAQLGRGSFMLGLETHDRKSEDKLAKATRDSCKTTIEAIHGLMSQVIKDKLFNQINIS
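test system = HEK293T-derived human Csn5 enzyme | amount = 0.24 nM Csn5 enzyme, final concentration | medium = Tris/NaCl/DTT buffer, pH 7.5 | schedule = 90 min reaction at room temperature | signal = FP | evaluation = inhibition of Csn5 cleavage, % | compound dosing = single dose of 12.5 µM compound with 0.25% DMSO | probe or stimulus = 10 nM SCFSkp2-Nedd8OG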
Rin1 Abl inh: inhibitors of human Rin1-Abl protein interaction. TR-FRET Rin1/Abl binding, biochemical. actives 0.4% (n = 360,000). AID 588664. P00519+Q13671. inhibition, % at 7.35 µM; in the data active = inhibition above about 5%, passing the limit was not always enough
MsrA inh: inhibitors of bovine MsrA. actives 0.75% (n = 360,000). inhibition, % at 15.5 µM. purified bovine MsrA, absorbance read-out; in the data active = inhibition above about 4.5%;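 also: 0% = vehicle wells with enzyme and 100% = reference inhibitor wells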
FAS TE block: inhibitors of human fatty acid synthase thioesterase domain; P49327; recombinant FAS-TE, OMFH fluorogenic substrate, fluorescence endpoint; inhibition, % at 15 µM; actives 0.67% (n = 360,000);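 active = compounds whose normalised, plate-corrected inhibition of enzyme fluorescence in the single-dose primary screen is 50% or more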;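 also: 0% = DMSO with enzyme and 100% = substrate without enzyme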
Neddyl block: inhibitors of human cullin neddylation; P61081+Q13564; TR-FRET cullin neddylation, biochemical; calls only at 25 µM; actives 0.58% (n = 360,000); in the data active = inhibition above about 36%
Active calls of the source: *; i = inactive; nt = not tested or not shown.

SMILES	Tb MetRS inh	PABP1 MLLE inh	bovine MsrA act	eLon inh	CSN inh	Rin1 Abl inh	MsrA inh	FAS TE block	Neddyl block
COC(=O)c1[nH]c2ccccc2c1NC(=O)CN1CCN(c2cccc(OC)c2)C(C)C1 (stereo not drawn)	-1.4	-8	-8	4	0	0	-1.0	12	i
Nc1cc(=O)nc(SCC(=O)Nc2cccc3ccccc23)n1CCc1ccccc1	0.5	4	-2	1	4	-2	0.1	-2	i
CN(C)S(=O)(=O)c1ccc(C(=O)OCC(=O)Nc2sc3c(c2C#N)CCCCC3)cc1	-0.7	8	-3	-3	4	-3	0.8	42	i
Cc1c(-c2ccccc2Cl)nc2ccccc2c1C(=O)O	-1.2	12	-8	-5	0	3	0.2	-12	i
O=C(NC1CCCC1)c1ccccc1-c1nc2ccccc2[nH]1	-0.2	-3	1	-6	-5	-1	0.0	-2	i
CCOc1cnc(C(=O)NNC(=O)c2ccccc2Br)o1	0.0	8	-2	-2	-8	0	1.5	-6	i
O=C(COC(=O)c1cccnc1Cl)c1ccccc1	-0.7	-9	-2	-2	1	4	0.9	-5	i
COc1cc(-c2nc(CN3CCCN(C(=O)c4ccco4)CC3)c(C)o2)ccc1F	-0.6	4	0	13	-19	2	3.3	-7	i
COc1cc([N+](=O)[O-])ccc1NC(=O)NN1CCN(C)CC1	-0.5	-4	-13	-3	-1	-4	0.0	-3	i
COc1ccc(NC(=S)NC2CCS(=O)(=O)C2)cc1 (stereo not drawn)	0.1	2	-3	-1	-7	1	-0.3	-6	i
CCCNC(=O)c1ccccc1NC(=O)CSCc1ccc(OC)cc1	0.8	-3	-6	0	-2	-1	-1.6	-4	i
Cn1c(=O)[nH]c(=O)c2c1nc(NCCCn1ccnc1)n2Cc1ccc(F)cc1	-0.2	-10	2	-1	3	2	0.3	-3	i
CCC1CCCCN1CCCNC(=O)c1cn(CC(C)C)c(=O)c2cc(OC)c(OC)cc12 (stereo not drawn)	-1.1	-3	-2	-10	0	1	0.3	-3	i
COc1ccc(-c2nc3ccccn3c2C=O)cc1	0.2	11	-2	5	-4	-4	1.8	-5	i
O=C(NCc1cccs1)C1C(=O)Nc2ccccc2C(=O)N1C1CCCC1 (stereo not drawn)	-1.0	nt	nt	nt	-1	nt	-0.2	nt	i
CCOC(=O)/C=C1\SCC(=O)N1CC(=O)NC(C)C	0.1	3	-2	0	1	-3	-0.9	-9	i
C=C(C)C(=O)Nc1cccc(C2=NOC3(C2)C[C@H](C(N)=O)N(C(=O)c2ccccc2)C3)c1 (stereo partly drawn)	-0.2	-4	-3	0	14	5	-0.1	-10	i
Cc1ccc(S(=O)(=O)N(C)CC(=O)N(C)Cc2cccs2)cc1	-0.2	12	-1	2	-4	-2	1.1	-6	i
Cc1nnc2c(NCCC(C)C)nc3ccccc3n12	-0.7	-10	-3	-1	2	-1	-0.2	0	i
CCOC(=S)SCC(=O)N1CCc2ccccc2C1C1C(=O)CCCC1=O (stereo not drawn)	1.2	4	-14	-1	0	4	-1.4	-11	i
CCC(C)NC(=O)c1ccc([N+](=O)[O-])c(Cl)c1 (stereo not drawn)	-0.5	-4	-4	-9	-1	-2	0.9	7	i
Cn1c(NCCN(CCO)CCCc2ccc([N+](=O)[O-])cc2)cc(=O)n(C)c1=O	0.8	-10	-2	-7	3	0	0.4	-7	i
CCCCS(=O)(=O)N1CCCC(C(=O)Nc2ccc(Cl)cn2)C1 (stereo not drawn)	1.3	-12	2	13	0	-3	-2.1	-2	i
COc1ccc(S(=O)(=O)N(CC(=O)NCC2CCCO2)c2ccccc2)cc1OC (stereo not drawn)	0.1	-2	-11	2	-4	4	0.8	-14	i
O=C(O)COc1cnc2ccccc2n1	-1.1	-45	-8	-4	8	5	2.0	-9	i
Cc1ccccc1C(=O)NCCCn1ccnc1	-0.8	3	-2	2	-3	2	-1.2	-7	i
O=C(NCc1cccs1)C(=O)NCC1OCCCN1S(=O)(=O)c1cc(F)ccc1F (stereo not drawn)	-0.3	-10	-1	-21	1	5	0.7	-2	i
COCCn1c(SCC(=O)NC(C)c2ccc(F)cc2)nc2ccccc21 (stereo not drawn)	-1.3	-16	-7	0	2	-1	-0.3	-4	i
COc1ccc(S(=O)(=O)n2nc(C)cc2C)c(C)c1C	-0.4	-2	-1	7	5	1	0.6	0	i
CN1CCN(c2ccc(-c3cccc(NC(=O)COc4ccc(Cl)cc4Cl)c3)nn2)CC1	-0.2	4	1	-2	4	-3	-0.7	-5	i
c1ccc(CCN(Cc2ccccc2)C2CCN(C3CCCC3)CC2)cc1	0.2	12	-2	-5	-4	-3	-0.2	-6	i
COc1ccc(Cl)cc1Nc1nc(C)nc2c1nnn2Cc1ccccc1	-1.0	-3	-3	3	-1	-1	1.6	15	i
O=c1c2ccccc2nc2n1CC/C2=C/N1CCN(c2cccc(C(F)(F)F)c2)CC1	-1.0	4	-4	7	0	3	nt	18	i
Cc1cnc(C(=O)OCC(=O)c2ccc(C)s2)cn1	0.1	-3	-1	-3	-2	4	-0.4	-8	i
COc1ccc(S(=O)(=O)Nc2ccc(S(=O)(=O)NCC3CCCO3)cc2)cc1 (stereo not drawn)	-0.3	-5	0	8	-3	-1	0.5	-4	i
CC1=C(C/C=C(\C)CCC[C@H](C)CCC[C@H](C)CCCC(C)C)C(=O)c2ccccc2C1=O	0.0	-2	-1	10	5	-3	0.8	18	i
CC1C/C(=C/c2ccccn2)C(=O)/C(=C/c2ccccn2)C1 (stereo not drawn)	-0.3	4	-4	4	8	0	nt	-7	i
O=C(Nc1nc2ccccc2s1)c1cc(-c2ccccc2)nn1-c1ccccc1	0.3	-6	2	-1	2	2	0.2	28	i
Cc1nc2ccccc2c(=O)n1NC(=O)c1c(O)c2c(n(CC(C)C)c1=O)CCCC2	0.3	-12	0	1	4	-1	0.9	16	i
COc1ccc(NS(=O)(=O)c2cccc(C(=O)NC3CCC(O)CC3)c2)cc1 (stereo not drawn)	-0.5	1	-1	1	1	1	1.3	-2	i
O=C1Cc2ccccc2Sc2ccc(Cl)cc21	0.3	10	-4	-8	-2	-3	0.0	22	i
CCN(c1ccccc1)S(=O)(=O)c1cc(C(=O)NCc2ccccn2)ccc1C	-0.3	6	1	-13	-2	-1	-0.8	5	i
COc1ccc(NC(=O)CNC(=O)c2cccs2)cc1Cl	-0.3	8	0	-10	-1	-1	0.2	-1	i
CCC/C(=N/NC(=O)c1cccc(Cl)c1)c1ccccc1	0.0	-13	-1	5	0	-3	-0.9	-4	i
CC(C)Cn1c2ccccc2c2cc(C(=O)O)ccc21	0.8	2	-4	-2	3	2	1.5	-3	i
COc1ccc(-c2nc(C(=O)NCC3CCCO3)cc3c2[nH]c2ccccc23)cc1 (stereo not drawn)	-0.2	-9	-4	-5	-1	1	1.4	20	i
COc1ccc(CC(NC(C)=O)C(=O)NC2CCN(S(=O)(=O)c3ccccc3)CC2)c(OC)c1 (stereo not drawn)	0.2	8	-3	-9	-2	4	-0.4	-2	i
CCOc1ccc(NC(=O)CN(C)C(=O)c2cc(C)oc2C)cc1OCC	-0.5	-10	0	-3	-2	-2	1.3	-6	i
CC(C)CN(C(=O)c1cccc(S(=O)(=O)N2CCN(C)CC2)c1)C1CCS(=O)(=O)C1 (stereo not drawn)	-0.1	2	-3	-6	2	2	0.6	-10	i
CCOc1ccc(NC(=O)CN(C)C(=O)c2ccc(C)o2)cc1OCC	-0.5	8	-3	2	3	0	1.7	-6	i
Cc1cccc(C)c1NC(=O)C1(C)CCC(=O)N1CCOc1ccccc1 (stereo not drawn)	0.6	12	-3	-4	-2	0	-0.7	-14	i
CCCS(=O)(=O)N1CCN(CCCc2ccccc2)CC1	-0.2	-1	-2	-8	2	-1	1.5	-1	i
CCN(CC)C(=O)c1[nH]cnc1C(=O)Nc1ccc(Cl)cc1	0.3	6	1	-8	-4	-2	0.6	-3	i
COc1cccc(Cn2nnc3c(=O)[nH]c(C4CCCN(C(=O)c5ccccc5Cl)C4)nc32)c1 (stereo not drawn)	-0.5	1	8	1	4	3	-1.0	1	i
CC(OC(=O)c1cc(S(=O)(=O)Nc2ccc(F)cc2)ccc1Cl)C(=O)Nc1ccc2c(c1)OCCO2 (stereo not drawn)	0.5	-8	4	-3	-4	-4	-0.9	18	i
COc1ccc(NC(=O)/C(=C\c2ccncc2)NC(=O)c2ccccc2)cc1	-0.8	-4	3	0	50*	2	0.6	-4	i
O=C(Nc1cc2cccc([N+](=O)[O-])c2oc1=O)c1cccs1	-0.4	-8	-3	-8	4	0	0.1	-7	i
COc1cccc(C(C)=C2SC(=S)NC2=O)c1	0.1	33	0	-16	-3	3	2.9	-1	i
Cc1cc2occ(CC(=O)O)c2cc1C	-0.9	4	-5	-5	2	0	-0.9	-6	i
COCCNC(=O)C(c1ccc(F)cc1)N(CCOC)C(=O)CCC(=O)Nc1ccccn1 (stereo not drawn)	-0.2	-14	-2	3	2	-1	-0.2	-5	i

An excerpt from above in order of molecular weight, lowest first:
SMILES	Tb MetRS inh	PABP1 MLLE inh	bovine MsrA act	eLon inh	CSN inh	Rin1 Abl inh	MsrA inh	FAS TE block	Neddyl block
Cc1cc2occ(CC(=O)O)c2cc1C	-0.9	4	-5	-5	2	0	-0.9	-6	i
CCN(CC)C(=O)c1[nH]cnc1C(=O)Nc1ccc(Cl)cc1	0.3	6	1	-8	-4	-2	0.6	-3	i
CCOc1ccc(NC(=O)CN(C)C(=O)c2ccc(C)o2)cc1OCC	-0.5	8	-3	2	3	0	1.7	-6	i
Cc1cccc(C)c1NC(=O)C1(C)CCC(=O)N1CCOc1ccccc1 (stereo not drawn)	0.6	12	-3	-4	-2	0	-0.7	-14	i
COc1ccc(NC(=O)/C(=C\c2ccncc2)NC(=O)c2ccccc2)cc1	-0.8	-4	3	0	50*	2	0.6	-4	i
COCCNC(=O)C(c1ccc(F)cc1)N(CCOC)C(=O)CCC(=O)Nc1ccccn1 (stereo not drawn)	-0.2	-14	-2	3	2	-1	-0.2	-5	i

Continuation.
SMILES	Tb MetRS inh	PABP1 MLLE inh	bovine MsrA act	eLon inh	CSN inh	Rin1 Abl inh	MsrA inh	FAS TE block	Neddyl block
O=C(CSc1nnc(CNc2ccc(F)cc2)n1CC1CCCO1)Nc1ccccc1 (stereo not drawn)	0.0	1	-2	2	-2	-2	0.9	-1	i
O=C(Nc1cc(Cl)ccc1N1CCOCC1)C1=COCCO1	-0.2	-8	-3	-6	3	3	-0.2	0	i
O=S1(=O)CC(N2CCCCC2)CN1Cc1cn(Cc2ccc(F)cc2)nn1 (stereo not drawn)	-1.6	nt	-11	-3	0	nt	0.8	-15	i
Cc1ccccc1NC(=O)NCC1CCN(Cc2cccc(Cl)c2)CC1	-0.8	0	-2	-3	2	0	-1.3	0	i
CCc1ccc(CNC(=O)C2CCN(S(=O)(=O)N3CCCCC3)CC2)cc1	-0.2	20	-6	8	4	3	1.1	0	i
Cc1cc(C)c(NC(=O)CSc2nc3ccc(NC(=O)CSc4nnnn4-c4ccccc4)cc3s2)c(C)c1	-0.5	-3	-4	1	1	1	-0.8	-8	i
O=C(O)/C=C/c1cn(Cc2ccccc2)nc1-c1cccnc1	-0.4	9	0	10	-1	0	-0.5	-5	i
CC(=O)c1ccc(OCCCC(=O)NNC(=O)c2ccccn2)cc1	-0.1	3	-2	11	4	-1	1.2	-8	i
CC(=O)Nc1c(S(=O)(=O)c2ccccc2)c2nc3ccccc3nc2n1Cc1ccccc1	0.3	3	1	-2	-3	-2	2.8	4	nt
